# CHO parental Ca: counter-screen: ATP calcium response change in parental CHO cells; AID 463079; inhibition, % at 5.6 µM; parental CHO-K1, ATP-induced calcium, Fluo-8 fluorescence; 330,000 tested, 0.63% active;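 active = inhibition above that plate's mean sample inhibition plus 3 SD, cut at about 26% in these data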;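 also: 0% = ATP-challenged DMSO wells and 100% = DMSO wells without ATP; some compounds past the cut are filed as inactive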
#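 Assay system – parental CHO cells · Reagent – ATP stimulus · Detection – intracellular calcium via Fluo-8 no-wash fluorescent dye · Evaluation – percent inhibition of ATP-evoked calcium rise, normalized to controls · Controls – ATP wells versus no-ATP DMSO wells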
# M1 antag: antagonists of human M1 muscarinic receptor; inhibition, % at 3 µM; P11229; CHO-K1 hM1, Fluo-8 calcium fluorescence, ACh EC80 antagonist; 360,000 tested, 1.3% active;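 active = percent inhibition above its own plate's cutoff, namely the mean of that plate's compound wells plus 3 SD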;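 also: peak over basal fluorescence ratio during 140 s after agonist addition; 0% = ACh EC80 plus DMSO and 100% = DMSO alone without agonist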
# Target sequence (P11229 whole entry, looked up): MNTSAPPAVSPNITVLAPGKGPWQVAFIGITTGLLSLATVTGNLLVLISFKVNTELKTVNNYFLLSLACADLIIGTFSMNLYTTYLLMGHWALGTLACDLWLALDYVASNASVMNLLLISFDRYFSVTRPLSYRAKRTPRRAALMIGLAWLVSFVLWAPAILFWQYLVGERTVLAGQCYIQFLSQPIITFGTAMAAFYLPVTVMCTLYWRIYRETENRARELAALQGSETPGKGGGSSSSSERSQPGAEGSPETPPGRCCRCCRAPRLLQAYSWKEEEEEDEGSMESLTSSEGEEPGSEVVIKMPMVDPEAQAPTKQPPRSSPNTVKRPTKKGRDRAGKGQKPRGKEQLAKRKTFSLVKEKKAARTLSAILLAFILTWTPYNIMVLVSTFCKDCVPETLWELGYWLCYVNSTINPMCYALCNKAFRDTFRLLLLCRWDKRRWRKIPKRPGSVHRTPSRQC
# TAAR1 antagonist: human TAAR1 antagonism; inhibition, % at 3 µM; 360,000 tested, 1.5% active; Q96RJ0; CHO RD-HGA16 TAAR1, Fluo-8 calcium fluorescence, antagonist; AID 624466;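 active = inhibition above a per-plate cutoff, the mean inhibition of test compounds on that plate plus 3 SD, cut at about 49% in these data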;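 also: 0% = DMSO plus EC80 beta-PEA response and 100% = DMSO alone without agonist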
# Target sequence (Q96RJ0 whole entry, looked up): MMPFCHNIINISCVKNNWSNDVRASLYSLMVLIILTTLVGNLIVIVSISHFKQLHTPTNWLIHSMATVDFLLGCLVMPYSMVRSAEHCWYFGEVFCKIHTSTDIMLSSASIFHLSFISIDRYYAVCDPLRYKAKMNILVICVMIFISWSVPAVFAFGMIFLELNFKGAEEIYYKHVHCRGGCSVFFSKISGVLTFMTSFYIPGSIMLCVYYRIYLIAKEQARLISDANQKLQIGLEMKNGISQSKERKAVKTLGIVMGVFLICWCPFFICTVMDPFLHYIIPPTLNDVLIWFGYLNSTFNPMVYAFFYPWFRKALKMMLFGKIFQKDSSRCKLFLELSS
#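 System: CHO RD-HGA16 cells bearing hTAAR1. Reagent: EC80 β-phenethylamine stimulus. Schedule: seeding 17-24 h prior, 75-min 37 °C, 30-min RT dye loading. Signal: Fluo-8 intracellular calcium dye fluorescence, real-time kinetic reads. Read-out: % inhibition from peak post-agonist over basal fluorescence ratio. Benchmarks: vehicle wells and EC80 agonist wells. Replicates: n of 1.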
# TAAR1 agonist: human TAAR1 agonism; AID 624467; CHO RD-HGA16 TAAR1, Fluo-8 calcium fluorescence; vehicle wells 0%, saturating PEA agonist 100%; 360,000 tested, 0.99% active; activation, % at 3 µM; Q96RJ0;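 active = activation above the mean activation of all test compounds in the run plus 3 SD, cut at about 38% in these data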
#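 Test system: RD-HGA16 (CHO) cells co-expressing Gα16 and hTAAR1 | Doses: Single dose, 3 µM | Schedule: 17-24 h seeding, 75 min 37 °C dye, 30 min RT | Evaluation: % activation from peak over basal fluorescence ratio, DMSO-to-PEA scaled | Technique: Kinetic Fluo-8 calcium fluorescence | Benchmarks: Low control DMSO, high control PEA (EC100)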
# CHO-K1 Ca antag: M1 antagonist counterscreen hit in parental CHO-K1 cells. ATP-induced calcium, Fluo-8 fluorescence. 360,000 tested, 0.6% active. inhibition, % at 3 µM;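 active = inhibition above a per-plate cutoff, the plate's mean sample inhibition plus 3 SD, cut at about 24% in these data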;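 also: 0% = DMSO plus EC80 ATP and 100% = DMSO alone without ATP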
# M1 ag parental: M1 agonist counterscreen hit in parental CHO-K1 cells. Fluo-8 calcium fluorescence; scaled to maximal ATP response, vehicle zero. activation, % at 3 µM. 360,000 tested, 0.48% active. AID 602248; in the data active = activation above about 15%;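 also: untransfected CHO-K1 host cells lacking M1 receptor as counterscreen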
# CHO-K1 Ca PAM: M1 PAM counterscreen hit in parental CHO-K1 cells; 360,000 tested, 0.02% active; activation, % at 3 µM; AID 602247; ATP EC20, Fluo-8 calcium fluorescence; 0% at ATP EC20, 100% at ATP max;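 active = activation above the run cutoff, the mean activation of all test compounds plus 3 SD, cut at about 40% in these data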;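 also: peak over basal fluorescence ratio in a 140 s read after ATP addition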
# CHRM1 agonist: activates human CHRM1 receptor; CHO-K1 hM1, Fluo-8 calcium fluorescence, agonist mode; 0% DMSO, 100% acetylcholine EC100; P11229; 360,000 tested, 0.33% active; AID 588814; activation, % at 3 µM;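 active = activation above the run's mean compound activation plus 3 SD, cut at about 16% in these data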;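 also: peak over basal fluorescence ratio within a 140 s kinetic read after compound addition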
# M1 PAM: human CHRM1 positive allosteric modulation; P11229; CHO-K1 hM1, Fluo-8 calcium fluorescence, ACh EC20; 0% = ACh EC20, 100% = maximal ACh; activation, % at 3 µM; 360,000 tested, 0.088% active; AID 588819; in the data active = activation above about 19%, passing the limit was not always enough
# The depositor's hits bear a star; . = no result given.
SMILES,CHO parental Ca,M1 antag,TAAR1 antagonist,TAAR1 agonist,CHO-K1 Ca antag,M1 ag parental,CHO-K1 Ca PAM,CHRM1 agonist,M1 PAM
CC1(C)Oc2ccc(NC(=O)C3COc4ccccc4O3)cc2O1 (stereo not given),3,-7,11,2,-12,0.4,-2,-2,6
COc1ccc(-c2noc(CN(C)C(=O)CCN3C(=O)[C@H]4CC=CC[C@H]4C3=O)n2)cc1,-8,-1,6,2,3,2.0,-7,1,12
O=C(NNC(=O)C(c1ccccc1)c1ccccc1)c1ccccc1O,.,-9,2,0,16,0.4,-15,-1,1
S=C(Nc1cccc(Cl)c1)N1CCOCC1,9,-2,2,4,0,0.7,14,-3,2
Cn1c(=O)c(N=O)c(N)n(Cc2ccccc2)c1=S,-16,-4,2,6,-14,0.9,11,2,5
CC(C)(C)C(=O)N1c2ccccc2CCc2ccccc21,-13,-13,-2,-1,-9,-0.1,15,-7,5
CCN(CC)C(=O)Nc1ccc(Br)cc1,2,-4,-20,1,-14,0.6,17,-2,8
CCC(C(=O)NC1CCCC1)N(C(=O)Cn1nnc(-c2ccc(C)o2)n1)C(C)(C)C (stereo not given),-15,2,11,9,-4,0.1,13,-4,-2
Cc1ccc(-c2nc3c4ccccc4ccn3c2Cc2ccccc2C(F)(F)F)cc1,.,.,-11,-1,-26,1.4,21,.,.
COc1ccc(-c2cc(C(=O)N(C)CC(=O)Nc3ccccc3C(F)(F)F)c3ccccc3n2)cc1OC,.,28,67*,22,-8,7.7,-7,-1,-14
CC(C)(C)n1nnnc1CN(Cc1ccco1)Cc1cc2cc3c(cc2[nH]c1=O)OCO3,-29,-17,-13,2,1,-0.1,3,-2,13
CCc1nc2c(sc3nc4c(cc32)COC(C)(C)C4)c(=O)n1CCN(CC)CC,-7,-14,-1,16,-16,1.4,21,-4,9
O=C(Nc1nnc(-c2ccc(F)cc2)o1)c1cccc([N+](=O)[O-])c1,16,-7,16,14,6,0.1,6,-2,4
O=C(CSc1nc2[nH]c(=O)cc(O)c2s1)Nc1nncs1,.,1,6,0,-12,0.6,-1,-2,5
CCCOc1ccc(N2C(=O)CC(N3CCN(c4ccc([N+](=O)[O-])cc4)CC3)C2=O)cc1 (stereo not given),-13,-6,-6,3,2,25*,12,-2,1
CCN(CC)S(=O)(=O)c1ccc2c(c1)nc(CCC(=O)OCC(=O)Nc1cc(Cl)cc(Cl)c1)n2C,-17,2,0,14,-1,2.2,9,-6,-2
CCOC(=O)Nc1ccc([N+](=O)[O-])cc1OC,-12,-8,-2,2,-2,-0.4,5,1,3
N#CC(C#N)=C1C=CC=CN1/C(=C\c1ccco1)C(=O)c1ccc(-c2ccccc2)cc1,20,-5,28,2,2,1.4,14,-5,0
Cn1c(=O)c2cc(NC(=O)NCCc3cccs3)ccc2n1Cc1cccc(C(F)(F)F)c1,.,1,41,34,-10,6.6,9,4,-6
O=S(=O)(Nc1ccc(Cl)cn1)c1ccc(Cl)cc1,-16,0,-7,3,-8,0.9,22,-9,8
CCOc1ccc(OCC(=O)Nc2ccc(S(=O)(=O)Nc3cc(C)nc(C)n3)cc2)cc1,-10,-3,-5,12,14,0.3,-5,-3,3
CCc1ccc(CN2CCC(n3nccc3NC(=O)c3ccccc3C)CC2)cc1,-15,-6,0,3,-6,2.6,3,4,14
Cc1csc(SCC(=O)Nc2nncs2)n1,-4,-9,1,0,-14,5.5,20,-2,3
O=C(NC(=S)Nc1ccc(NC(=O)c2ccco2)cc1)c1ccccc1,-23,-6,12,5,-13,2.4,18,5,1

# A second format for part of the listing above.
# Every second line gives: CHO parental Ca	M1 antag	TAAR1 antagonist	TAAR1 agonist	CHO-K1 Ca antag	M1 ag parental	CHO-K1 Ca PAM	CHRM1 agonist	M1 PAM
- CC(C)(C)n1nnnc1CN(Cc1ccco1)Cc1cc2cc3c(cc2[nH]c1=O)OCO3
    -29	-17	-13	2	1	-0.1	3	-2	13
- CCc1nc2c(sc3nc4c(cc32)COC(C)(C)C4)c(=O)n1CCN(CC)CC
    -7	-14	-1	16	-16	1.4	21	-4	9
- O=C(Nc1nnc(-c2ccc(F)cc2)o1)c1cccc([N+](=O)[O-])c1
    16	-7	16	14	6	0.1	6	-2	4
- O=C(CSc1nc2[nH]c(=O)cc(O)c2s1)Nc1nncs1
    .	1	6	0	-12	0.6	-1	-2	5
- CCCOc1ccc(N2C(=O)CC(N3CCN(c4ccc([N+](=O)[O-])cc4)CC3)C2=O)cc1 (stereo not given)
    -13	-6	-6	3	2	25*	12	-2	1
- CCN(CC)S(=O)(=O)c1ccc2c(c1)nc(CCC(=O)OCC(=O)Nc1cc(Cl)cc(Cl)c1)n2C
    -17	2	0	14	-1	2.2	9	-6	-2
- CCOC(=O)Nc1ccc([N+](=O)[O-])cc1OC
    -12	-8	-2	2	-2	-0.4	5	1	3
- N#CC(C#N)=C1C=CC=CN1/C(=C\c1ccco1)C(=O)c1ccc(-c2ccccc2)cc1
    20	-5	28	2	2	1.4	14	-5	0
- Cn1c(=O)c2cc(NC(=O)NCCc3cccs3)ccc2n1Cc1cccc(C(F)(F)F)c1
    .	1	41	34	-10	6.6	9	4	-6
- O=S(=O)(Nc1ccc(Cl)cn1)c1ccc(Cl)cc1
    -16	0	-7	3	-8	0.9	22	-9	8
- CCOc1ccc(OCC(=O)Nc2ccc(S(=O)(=O)Nc3cc(C)nc(C)n3)cc2)cc1
    -10	-3	-5	12	14	0.3	-5	-3	3

# Next section
SMILES,CHO parental Ca,M1 antag,TAAR1 antagonist,TAAR1 agonist,CHO-K1 Ca antag,M1 ag parental,CHO-K1 Ca PAM,CHRM1 agonist,M1 PAM
COC(=O)Nc1ccc(S(=O)(=O)N2CCCC(C(=O)N3CCOCC3)C2)cc1 (stereo not given),-16,-11,-34,6,-11,1.3,13,-2,7
COc1cccc(C2NC(=O)NC(C)=C2C(=O)Nc2cc(OC)ccc2OC)c1 (stereo not given),-16,1,6,10,16,-0.4,-4,-2,5
O=C(O)c1ccccc1-c1ccccc1C(=O)NCc1ccccc1F,-5,-1,-3,1,-2,-0.6,-15,5,14
O=C(Nc1ccc2nc3n(c(=O)c2c1)CCCCC3)c1c(F)ccc([N+](=O)[O-])c1F,-39,-5,-4,4,-11,1.9,-11,-4,4
CC(=O)C[C@H](O)CC(=O)[C@@H]1OC(=O)[C@H](C)C/C=C\Cc2ccccc21,-19,15,5,2,4,-0.1,-7,-3,-10
O=C(COc1ccccc1Br)N1CCN(c2ccccc2)CC1,-19,-5,8,2,-10,0.1,12,-4,3
CCOc1ccc(N2CC(C(=O)Nc3ccc(S(=O)(=O)Nc4ncccn4)cc3)CC2=O)cc1 (stereo not given),8,-10,-4,2,11,-0.2,-2,6,9
CN1c2ccccc2C(O)=C(C(=S)Nc2ccc(F)c(Cl)c2)S1(=O)=O,-15,8,7,7,-2,2.3,-7,2,-2
O=C(COc1ccccc1F)Nc1c2c(nn1-c1ccccc1)CS(=O)(=O)C2,-9,-1,-8,1,-1,2.6,0,0,5
O=C(c1ccccc1)N1CCC(=O)N1c1ccccc1,-4,-7,-11,1,-9,0.9,12,-6,0
C=CCn1c(SCC(=O)N(CC)C2CCS(=O)(=O)C2)nc2scc(-c3ccccc3)c2c1=O (stereo not given),.,-1,-5,6,-7,2.3,-8,-5,0
OCC[C@H]1C[C@@H](O)[C@H](O)[C@@]2(CCc3ccccc3O2)O1,-3,-5,-5,22,-24,0.9,23,-2,12
COc1ccc(COC(=O)N/N=C(\C)CC(=O)Nc2c(C)cc(C)cc2C)cc1,-8,1,3,10,-12,0.4,13,-4,3
Cc1nn(-c2ccccc2)c(Cl)c1/C=C1\C(=O)N(C)C(=S)N1C,-27,5,5,3,-8,5.1,22,-6,0
Cc1[nH]c(C)c(S(=O)(=O)Nc2ccc(OC(F)(F)F)cc2)c1C(=O)N1CCCCC1,-6,-12,-14,1,-3,1.6,-15,-1,13
COCCCC1CCN(C(=O)c2cc(COc3ccc(C)nc3)on2)CC1,-4,-1,-11,4,-1,6.9,9,1,-8
COC1=CC(=O)[C@@]2([C@@H]1O)[C@@H](Cl)C[C@]13C(OC)=C(OC)C(=O)C[C@]21CCN3C,6,-5,13,6,-5,-0.2,17,-3,5
CCOc1ccc(OCC)c(-c2c(=O)n(OCc3ccc(C(C)(C)C)cc3)c3ccccc3[n+]2[O-])c1,-4,4,.,.,-10,0.2,7,-6,2
Cc1ccc(-n2cc(CN3CCC(O)(c4ccccn4)CC3)c(-c3ccc(F)cc3)n2)cc1,-19,0,3,12,-3,1.3,-12,1,13
COc1ccc(NC(=O)Nc2cc(C)ccc2OC(F)F)c(OC)c1,-10,-9,0,4,-7,0.5,16,-7,5
CC1CCN(C(=O)CSc2nc3c(c(=O)n2C)SCC3)CC1,-5,-8,-28,2,-13,1.5,0,-2,5
CCOc1ccc(Cn2nnc(C(=O)NCc3ccccc3)c2N)cc1,0,-2,56*,83*,-8,7.7,29,41*,-1
Cc1ccc2c(c1)[C@H]1[C@H](CO2)[C@H](c2ccccc2)[C@]2(C)C(=O)NCC(=O)N12,0,-7,-8,0,-12,-0.1,6,-2,4
COc1cccc(C(O)c2nc(-c3ccc(C)c(C)c3)cs2)c1 (stereo not given),.,0,2,3,-12,2.4,6,0,-2
CCCN(C(=S)Nc1ccccc1)C1CCS(=O)(=O)C1 (stereo not given),1,-7,0,16,-16,0.8,28,-2,8
CCN1CCCC(NC(=O)c2cc([N+](=O)[O-])ccc2OC)C1 (stereo not given),-12,-7,4,0,15,0.0,-9,-7,6
O=C(CCCN1C(=O)/C(=C/c2cccs2)SC1=S)Nc1ccc(C(=O)O)cc1,-9,-2,-7,6,2,3.5,17,2,6
CCc1nnc(NS(=O)(=O)c2ccc(NCc3cc(Cl)ccc3O)cc2)s1,-2,2,-17,1,-7,-0.2,6,-12,2
O=C(c1ccccc1)c1ccc(N2CCN(C(=O)c3cccc(F)c3F)CC2)c(F)c1,-10,16,18,-1,3,7.9,-10,-1,-8
COC(=O)c1c(NC(=O)c2ccc(N(C)S(=O)(=O)c3ccc(C)cc3)cc2)sc2c1CCCC2,-3,5,-14,0,16,-0.3,-13,-1,2

# High-throughput results from PubChem.

# Rows are unselected; about 4.4% have a hit in one of these screens.
